Screens from PubChem BioAssay.
CaV13 FRET inh – Disruptors of the CACNA1D IQ motif to Ca2+-dependent inactivation inhibitor domain association, primary screening, Förster resonance energy transfer in intact living … | HEK cells, CFP/YFP FRET ICDI-IQ, plate reader, 10 min; percent FRET-ratio fall versus neutral wells | inhibition, % at 12.3 µM | 340,000 tested, 0.098% active;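 active = mean replicate inhibition of at least 30% and at least 1% of replicates passing that level; inconclusive = only one of the two criteria is met; inactive = neither criterion is met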;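 note: 0% = median of the neutral control wells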
Glyco luc inh – increase of ERlucT glycosylation luciferase signal, primary screen, N-linked glycosylation inhibitor project, D54 ERlucT cells, luminescence, set 2. D54 ERlucT glycosylation luciferase reporter, 24 h; percent of 100 nM tunicamycin response. reporter increase, % at 12.5 µM. 360,000 tested, 0.23% active. AID 588692, 2011;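 active = mean luciferase reporter signal, scaled so untreated is 0 and the glycosylation-blocking control 100, at or above a set limit in every replicate; inconclusive = mean reaches the limit but not every replicate does; inactive = mean below the limit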;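 note: luciferase carries N-glycosylation sites so blocking glycosylation raises the light; 0% = median of neutral control wells and 100% = median of 100 nM tunicamycin wells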
MC4R barr agon – MC4R agonists recruiting beta-arrestin, primary screen, cell-based, luminescence, agonist arm of biased-ligand search; U2OS MC4R beta-arrestin complementation; percent of melanotan II response, DMSO zero; activation, % at 8.9 µM; 360,000 tested, 0.98% active; AID 540308, 2011;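 active = activation above a per-plate cutoff, the mean activation of sample wells on that plate plus 3 SD, cut at about 8% in these data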
PDI inh – inhibitors of human PDI, primary screen, biochemical, turbidity, single point, plate reader | inhibition, % at 10 µM | Protein disulfide-isomerase (Homo sapiens), P07237 | 350,000 tested, 0.052% active | PDI insulin aggregation turbidity, A650, 90 min;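 active = mean inhibition across replicates of 30% or more, whatever share of single replicates reach that level; inconclusive = mean inhibition below 30% while every single replicate reaches 30%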;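 note: absorbance from insulin aggregation driven by PDI reduction with DTT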
Target sequence (P07237 whole entry, looked up): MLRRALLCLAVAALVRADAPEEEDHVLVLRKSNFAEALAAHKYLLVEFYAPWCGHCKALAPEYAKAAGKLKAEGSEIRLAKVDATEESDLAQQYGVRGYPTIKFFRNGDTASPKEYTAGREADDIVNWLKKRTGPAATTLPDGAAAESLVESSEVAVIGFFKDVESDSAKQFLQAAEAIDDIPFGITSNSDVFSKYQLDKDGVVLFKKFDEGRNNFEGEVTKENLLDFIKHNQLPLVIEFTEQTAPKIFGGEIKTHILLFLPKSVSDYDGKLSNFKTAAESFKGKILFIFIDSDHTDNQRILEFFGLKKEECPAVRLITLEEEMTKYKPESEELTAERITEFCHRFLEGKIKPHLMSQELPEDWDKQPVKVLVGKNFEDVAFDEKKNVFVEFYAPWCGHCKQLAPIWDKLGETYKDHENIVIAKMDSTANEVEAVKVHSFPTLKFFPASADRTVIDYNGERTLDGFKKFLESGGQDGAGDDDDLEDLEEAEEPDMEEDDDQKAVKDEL
MC4R antag cAMP – MC4R antagonists of cAMP signaling, primary screen, cell-based, TR-FRET, antagonist arm of biased-ligand search; 360,000 tested, 0.48% active; inhibition, % at 6.5 µM; AID 540295, 2011; MC4R-expressing cells, MTII-stimulated cAMP, LANCE TR-FRET;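 active = inhibition above its plate's cutoff, the mean of tested wells on that plate plus 3 SD, cut at about 29% in these data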;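 note: 0% = Melanotan II alone and 100% = Melanotan II plus saturating MCL0020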
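System – human MC4R-expressing U2OS cells · Also added – Melanotan II · Dosing – one concentration, 6.5 µM nominal · Timing – 30-min compound, 1-h challenge, 1-h detection, room temperature · Measured by – Eu-cAMP/anti-cAMP TR-FRET, emission 671 nm · Replicates – singlicate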
ABCB6 inh MLPCN – ABCB6 transporter inhibitors, primary screen, K562-ABCB6 cells, flow cytometry, MLPCN library | ATP-binding cassette sub-family B member 6 (Homo sapiens), Q9NP58 | AID 602162, 2011 | fluorescence ratio to DMSO, % at 10 µM | 360,000 tested, 0.19% active | K562-ABCB6 porphyrin accumulation, 1 h; hits give low values;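 active = fluorescence ratio to DMSO below 75%, the collection mean minus 3 SD; inconclusive = too few cells collected in the well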;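 note: signal is porphyrin accumulated inside mitochondria; 100% equals median channel fluorescence of DMSO control wells; lower ratio means ABCB6 inhibition with less porphyrin fluorescence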
Cardio protect – cardioprotection against H2O2-induced cell death, primary screen, uHTS, H9c2 cells, ATPLite luminescence; H9c2 cardiomyocytes, H2O2 injury protection, 2 h; protection from H2O2 cell death, % at 20 µM; 360,000 tested, 0.63% active;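 active = compounds giving at least 50% protection of heart cells from peroxide-induced death in the single-dose screen, raw or plate-pattern-corrected value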;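 note: 0% = DMSO wells with peroxide and 100% = DMSO wells without peroxide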
ABHD5-PLIN5 inh – ABHD5-PLIN5 interaction inhibitors, primary screen, cell lysate, split luciferase complementation, luminescence; Split G. princeps luciferase complementation, 4 h; inhibition, % at 4 µM; 360,000 tested, 0.78% active; AID 602281, 2012;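 active = inhibition above the mean inhibition across every tested compound plus 3 SD, cut at about 22% in these data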;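 note: 0% = DMSO only wells and the 100% control is not disclosed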
m5-HT2A agonist – mouse Htr2a agonists via beta-arrestin recruitment, primary screen, cell-based, luminescence; 5-hydroxytryptamine receptor 2A (Mus musculus), P35363; CHO-K1 mHTR2A beta-arrestin complementation; percent of 30 µM serotonin response; activation, % at 7.6 µM; 360,000 tested, 0.66% active; AID 624169, 2012;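 active = activation above a run cutoff, the mean activation of all tested compounds plus 3 SD, cut at about 14% in these data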;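 note: 0% = plate median of compound wells and 100% = 30 µM serotonin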
Target sequence (P35363 whole entry, looked up): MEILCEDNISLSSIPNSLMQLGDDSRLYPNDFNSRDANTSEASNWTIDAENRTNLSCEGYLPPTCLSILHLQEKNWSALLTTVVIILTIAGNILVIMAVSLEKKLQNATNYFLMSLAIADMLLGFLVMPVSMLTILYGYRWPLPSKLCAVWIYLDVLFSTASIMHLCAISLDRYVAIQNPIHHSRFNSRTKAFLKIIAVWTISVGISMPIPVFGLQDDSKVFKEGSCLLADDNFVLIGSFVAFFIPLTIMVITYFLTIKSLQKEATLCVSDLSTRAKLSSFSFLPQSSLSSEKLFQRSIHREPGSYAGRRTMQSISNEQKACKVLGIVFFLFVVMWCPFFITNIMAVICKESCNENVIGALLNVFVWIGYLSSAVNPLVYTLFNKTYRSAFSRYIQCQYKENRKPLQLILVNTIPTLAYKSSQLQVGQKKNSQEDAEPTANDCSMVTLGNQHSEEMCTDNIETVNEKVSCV
Granule exo inh – LAMP-1 surface exposure blockers, TALL-104 cells – cell-based, flow cytometry, MLPCN library, primary screen; inhibition, % at 10 µM; 360,000 tested, 0.66% active; TALL-104 LAMP-1 surface exposure; cells stimulated with thapsigargin and PMA;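 active = inhibition above about 55%, limit read from the data; inconclusive = no clear call, values can overlap the other calls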
* hit, by the source's call; ? = inconclusive; · = no result given.

SMILES	CaV13 FRET inh	Glyco luc inh	MC4R barr agon	PDI inh	MC4R antag cAMP	ABCB6 inh MLPCN	Cardio protect	ABHD5-PLIN5 inh	m5-HT2A agonist	Granule exo inh
O=C(CN(C(=O)c1nsc(Cl)c1Cl)c1cccc(F)c1)NC1CCCC1	-4.2	-2.8	0.9	-3.6	-2.1	100.0	-1.9	-2.3	3.2	5.7
COc1ccc(CCCc2nnc(SCC(=O)Nc3cc(C)ccc3C)o2)cc1	-7.7	-1.8	1.2	4.8	10.6	92.0	-2.8	-11.3	-3.3	1.5
Cc1ccccc1NC(=S)NC1(C)CCS(=O)(=O)C1 (stereo unspecified)	-3.3	2.3	-0.7	-3.2	-2.7	98.0	4.9	-12.2	0.3	6.0
Cc1ccc(NC(=O)c2ccc(S(=O)(=O)NCc3ccco3)cc2)cc1	-7.0	-0.4	4.4	1.6	-3.5	98.0	-8.1	-1.5	0.6	-6.5
CCCCN=Cc1c(C)[nH]n(-c2ccccc2)c1=S	-5.4	0.8	-2.7	3.7	2.4	101.0	-2.5	-13.9	-3.2	-0.6
O=C(O)c1ccc(NS(=O)(=O)c2ccc(NC(=O)c3ccccc3Cl)cc2)cc1	-4.2	0.5	-1.9	8.6	7.2	101.0	-2.3	8.0	-0.6	-2.2
CCN(CC)c1ccc(-c2nc3cnccn3c2NC2CCCC2)cc1	-9.4	-4.3	1.2	8.5	-0.1	116.0	-24.6	3.6	2.0	11.6
C=CCNC(=O)/C(C#N)=C/c1cc(Br)ccc1OC	13.5	11.1	-3.8	-10.0	-1.6	100.0	5.1	43.1*	-3.5	0.4
COc1ccc(C)cc1NC(=O)Nc1cccc(C(=O)O)c1	-3.6	0.4	-3.2	-3.5	4.2	99.0	0.1	2.7	-0.5	0.4
COc1cccc(OCc2cc(C(=O)N3CCN(C)C(c4ccccc4)C3)no2)c1 (stereo unspecified)	·	1.8	-2.0	-5.9	-5.6	100.0	-4.7	3.0	10.4	8.2
CC1CCN(c2nc(-c3ccccc3O)nc3ccccc23)CC1	-6.3	-0.4	-0.5	-5.0	2.6	99.0	-3.7	-7.0	-1.1	59.0*
COc1ccc(C2c3[nH]c4ccccc4c3CCN2C(=O)c2ccc(=O)n(C)n2)c(F)c1 (stereo unspecified)	-5.1	3.6	1.0	6.3	17.1	98.0	-2.1	1.4	-3.3	-1.3
CCOC(=O)c1c(C)[nH]c(C)c1C(=O)COC(=O)/C=C/c1cccc(F)c1	-4.2	2.6	1.6	5.3	-7.8	87.0	-4.3	6.8	-1.4	-0.5
CCOc1cc(/C=C/C(=O)c2ccc3c(c2)OCCO3)ccc1OCC(=O)N(C)C	-3.8	?	1.4	-3.9	3.4	99.0	5.3	16.5	-4.3	0.7
O=C(NCC1CCCO1)c1cc2cc(Cl)ccc2[nH]1 (stereo unspecified)	-5.6	-1.7	-1.1	-1.2	4.5	98.0	-1.6	7.3	-0.7	-6.4
COc1ccc(S(=O)(=O)Nc2cc(S(=O)(=O)c3ccccc3)c(O)cc2C)cc1	-3.3	-2.2	-1.7	-0.8	10.5	101.0	0.5	2.7	-4.3	-2.4
COc1cc(/C=C/C(=O)Nc2ccc3nc4n(c(=O)c3c2)CCCC4)cc(OC)c1OC	5.6	-4.6	-0.6	-2.2	7.0	93.0	54.5*	3.6	1.3	1.2
Cc1cccc(CNC(=O)c2ccccc2N)c1	-3.6	-0.8	-0.7	-0.2	3.1	88.0	-4.3	3.6	-0.2	-3.2
CCOC(=O)C1=C(COC(=O)Cc2ccc(Br)cc2)NC(=O)NC1C (stereo unspecified)	-9.6	2.4	-1.1	9.3	-1.0	104.0	12.3	0.0	-0.7	0.7
CCCCCCNC(=O)CCCCCNS(=O)(=O)c1ccc(Br)cc1	6.7	-3.1	0.1	-8.7	15.7	96.0	-9.2	-1.9	-3.9	-7.3

Three entries out of the list above, arranged by their value in PDI inh, largest number first:
| Molecule | PDI inh |
| --- | --- |
| COc1ccc(CCCc2nnc(SCC(=O)Nc3cc(C)ccc3C)o2)cc1 | 4.8 |
| Cc1cccc(CNC(=O)c2ccccc2N)c1 | -0.2 |
| O=C(NCC1CCCO1)c1cc2cc(Cl)ccc2[nH]1 (stereo unspecified) | -1.2 |

Next structures follow:
SMILES	CaV13 FRET inh	Glyco luc inh	MC4R barr agon	PDI inh	MC4R antag cAMP	ABCB6 inh MLPCN	Cardio protect	ABHD5-PLIN5 inh	m5-HT2A agonist	Granule exo inh
COc1cccc(C(=O)CSc2nnnn2C)c1	-4.5	0.4	-0.5	0.4	-2.5	90.0	-3.3	-0.2	-4.0	-2.0
N#CCSc1ncnc2c1cnn2CCO	·	-2.5	-1.0	12.7	0.3	95.0	7.3	1.4	2.1	-0.2
Cc1nc(NS(=O)(=O)c2cccs2)c2c3c(sc2n1)CCC3	-4.3	2.4	2.1	-3.0	8.7	99.0	3.3	2.0	13.5	-0.3
Cc1cc(C)c(C)c(S(=O)(=O)NCC(=O)Nc2ccc(F)cc2)c1C	-5.7	-1.6	4.4	6.3	7.9	106.0	-4.5	-8.9	-6.9	-3.1
CC(C)Cc1nnc(NC(=O)CCC(=O)Nc2ccc(Cl)cc2)s1	-2.7	1.2	0.9	-13.4	3.1	96.0	-1.5	4.2	-0.7	-7.6
CCOC(=O)c1cnc2ccccc2c1Nc1cc(C(=O)O)ccc1C	-5.1	0.5	-2.2	-1.8	3.1	100.0	-2.2	2.9	1.6	-1.4
CC(=O)N1CCc2cc(Br)cc(S(=O)(=O)NCCCN3CCC(C)CC3)c21	-5.2	1.4	0.5	3.9	2.1	94.0	-4.3	0.4	-0.7	1.7
Cc1ccccc1-c1cc2nc(NCc3cccnc3)n(C)c(=O)c2s1	-7.3	-0.3	1.7	-3.3	1.3	99.0	-0.5	1.2	7.3	1.2
CN1CCN(c2nc(-c3ccccc3)nc(-c3ccccc3)c2C#N)CC1	-4.4	5.1	-0.4	-0.5	6.4	103.0	-0.3	5.2	-10.1	1.4
Cc1c(CN2CCC(CO)(CCOc3ccccc3)CC2)c(=O)n(-c2ccccc2)n1C	-5.5	4.1	-0.9	-2.2	-5.4	105.0	-1.2	4.3	-3.6	-1.3
CCOC(=O)CC1=CC(=O)Nc2ccccc2N1	-4.9	2.8	-1.3	0.8	-0.3	116.0	5.9	-0.1	-3.8	-5.6
O=C(CN1c2ccccc2S(=O)(=O)c2ccccc21)NCc1ccc(F)cc1	-5.1	0.4	-1.9	1.5	-0.6	92.0	-0.4	-4.5	1.3	-0.2
CN(Cc1ccc(F)cc1)S(=O)(=O)c1ccc2[nH]c(=O)[nH]c2c1	-8.7	-0.1	2.5	-2.3	1.0	92.0	-0.5	-0.7	5.3	9.1
CCN(C(=O)COC(=O)c1ccc2ccccc2c1)c1c(N)n(Cc2ccccc2)c(=O)[nH]c1=O	-5.1	0.5	-2.6	8.4	-3.9	96.0	6.9	0.3	-5.6	0.1
Cc1ccc(S(=O)(=O)N2CCC(=O)N(C(COCc3ccc(C(F)(F)F)cc3)Cc3ccccc3)CC2)cc1 (stereo unspecified)	19.3	-9.4	1.1	-0.3	10.4	98.0	-4.5	-3.8	-5.1	2.2
CCn1nc(CC(C)C)cc1C(=O)N1CCCC(Nc2ccc(OC)cc2)C1 (stereo unspecified)	-2.8	-1.2	-2.2	1.5	3.6	99.0	1.6	-2.6	4.6	5.8
Cc1cc(C)c(C(=O)CSC2=NC(N)=C(C#N)C3(CCCCC3)C2C(N)=O)cc1C (stereo unspecified)	-8.3	-1.6	0.7	-5.0	23.3	101.0	-2.4	-19.1	-2.7	2.9
CC(Oc1ccc(Cl)cc1Cl)C(=O)NCCCN1CCOCC1 (stereo unspecified)	-6.7	3.1	-1.5	-0.7	11.2	101.0	4.9	1.6	1.6	-6.8
CCOC(=O)Cc1nn(CC)c(=O)c2ccccc12	-2.1	0.5	-0.3	3.9	4.7	100.0	4.6	-0.8	4.2	0.3
CC1(C)Cc2noc(N)c2C(C)(C)N1OC(=O)c1scc2c1OCCO2	-4.4	-0.9	0.7	-11.6	3.2	89.0	1.3	5.1	7.6	-0.3
Cc1cccc(NC(=O)Nc2ccccn2)c1C	1.3	2.1	1.6	-3.9	-1.1	86.0	-5.3	-0.6	-2.1	-2.9
COc1ccc(NC(=O)CN(C)C(=O)CCCc2nc3ccccc3s2)cc1	·	-1.0	-1.6	-7.3	6.0	98.0	-1.3	-0.4	-3.9	3.2
CCOC(=O)N1CCN(C(=O)c2n[nH]c(=O)c3ccccc23)CC1	1.2	-1.1	-0.1	-9.2	5.7	78.0	14.6	-2.5	-1.9	0.1
O=C(OCC1CCNCC1)c1ccc2c(c1)OCO2	-3.3	-0.5	-1.6	-3.4	-2.4	101.0	3.6	3.4	0.1	8.8
Cc1cc(CN2C(=O)c3ccccc3C2=O)no1	-2.9	1.0	0.6	-8.8	-13.1	99.0	4.6	21.6	4.3	3.5
Cc1ccc(NC(=O)Cc2cccs2)cc1Cl	-5.3	-2.2	0.5	-1.9	7.8	95.0	4.2	4.2	0.7	-4.2
Cc1ccc(S(=O)(=O)N(C)c2ccc(C(=O)Nc3cccnc3)cc2)cc1	·	-2.2	1.3	-2.4	12.1	100.0	-1.4	15.1	-0.6	4.5
O=C(NN1C(=O)c2ccccc2C1=O)c1ccccc1[N+](=O)[O-]	1.6	1.2	0.3	-9.6	3.6	100.0	0.4	0.6	-1.0	-1.9
COc1ccc(CC(=O)NNC(=O)c2ccc(NC(C)=O)cc2)cc1	-4.5	1.8	-2.0	-4.2	20.6	96.0	0.3	3.8	-0.5	-4.2
CCN1CCN(c2nc(Nc3ccc(C)c(C)c3)nc(N)c2[N+](=O)[O-])CC1	-4.5	-7.0	0.5	4.6	9.7	87.0	4.5	-1.0	-12.4	3.3
CCC(Sc1nc2n[nH]c(C)c2c(=N)n1-c1cc(Cl)ccc1C)C(=O)N1CCOCC1 (stereo unspecified)	·	2.5	-2.0	-9.8	-3.0	104.0	3.3	8.8	5.4	-0.6
CCC(=O)N1CCc2cc(Br)c(S(=O)(=O)CCC(=O)NCCOC)cc21	-16.0	1.8	-0.9	-6.4	-2.3	100.0	7.4	-9.8	-2.1	-1.0
C/C(CC1(O)C(=O)N(C)c2ccccc21)=N\O (stereo unspecified)	·	0.1	-1.3	-4.2	3.4	100.0	0.1	-5.8	-1.7	2.3
O=C(c1ccc(Cl)cc1)n1cnc2ccccc21	-4.8	1.1	2.4	1.7	8.8	103.0	-2.0	15.8	1.2	-1.9
